From PubChem BioAssay
HTR2A ag: mouse HTR2A agonism via beta-arrestin recruitment | P35363 | CHO-K1 mHTR2A beta-arrestin complementation, luminescence; percent of 30 µM serotonin response | activation, % at 7.6 µM | 360,000 tested, 0.66% active | AID 624169;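 active = activation above a run cutoff, the mean activation of all tested compounds plus 3 SD, cut at about 14% in these data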;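 also: 0% = plate median of compound wells and 100% = 30 µM serotonin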
Target sequence (P35363 whole entry, looked up): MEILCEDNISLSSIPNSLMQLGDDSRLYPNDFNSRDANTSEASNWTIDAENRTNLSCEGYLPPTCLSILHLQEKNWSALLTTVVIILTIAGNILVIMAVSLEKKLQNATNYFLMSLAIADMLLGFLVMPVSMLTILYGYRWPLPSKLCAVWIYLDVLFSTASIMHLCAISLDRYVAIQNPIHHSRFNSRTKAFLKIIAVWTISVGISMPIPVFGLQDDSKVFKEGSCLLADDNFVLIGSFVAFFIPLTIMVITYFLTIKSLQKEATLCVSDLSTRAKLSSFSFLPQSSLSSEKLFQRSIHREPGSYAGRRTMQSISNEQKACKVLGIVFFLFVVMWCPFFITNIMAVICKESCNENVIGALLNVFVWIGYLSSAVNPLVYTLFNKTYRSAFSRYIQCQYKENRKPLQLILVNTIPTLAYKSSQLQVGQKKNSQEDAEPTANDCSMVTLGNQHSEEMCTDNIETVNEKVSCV
PDI inh: blocks human protein disulfide isomerase activity; 350,000 tested, 0.052% active; PDI insulin aggregation turbidity, A650, 90 min; inhibition, % at 10 µM;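 active = mean inhibition across replicates of 30% or more, whatever share of single replicates reach that level; inconclusive = mean inhibition below 30% while every single replicate reaches 30%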;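 also: absorbance from insulin aggregation driven by PDI reduction with DTT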
Target sequence (P07237 whole entry, looked up): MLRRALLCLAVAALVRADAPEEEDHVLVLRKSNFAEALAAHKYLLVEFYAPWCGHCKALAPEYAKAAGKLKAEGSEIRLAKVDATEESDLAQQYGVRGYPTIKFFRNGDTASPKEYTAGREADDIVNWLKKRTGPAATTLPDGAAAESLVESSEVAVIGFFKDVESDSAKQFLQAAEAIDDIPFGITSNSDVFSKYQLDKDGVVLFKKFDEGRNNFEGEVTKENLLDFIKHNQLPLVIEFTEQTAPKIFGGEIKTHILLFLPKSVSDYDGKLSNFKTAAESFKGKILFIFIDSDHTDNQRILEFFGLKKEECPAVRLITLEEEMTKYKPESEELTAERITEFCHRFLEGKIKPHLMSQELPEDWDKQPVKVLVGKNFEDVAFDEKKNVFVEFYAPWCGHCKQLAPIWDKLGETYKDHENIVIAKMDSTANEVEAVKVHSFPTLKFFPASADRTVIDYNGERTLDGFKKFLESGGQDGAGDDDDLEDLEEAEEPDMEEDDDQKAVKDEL
Vif imaging: HIV Vif inhibition. HEK293T cells, Vif self-association by quenched fluorescence, imaging, 24 h. inhibition, % at 7.49 µM. 340,000 tested, 0.35% active; in the data active = inhibition above about 50%, passing the limit was not always enough; inconclusive = no clear call, values can overlap the other calls; inactive = below about 31%; also: some results filed as inactive read as strong as hits
CaV13 FRET inh: Primary screen for inhibitors of IQ motif and Ca2+-dependent inactivation inhibitor domain binding in CACNA1D, Förster resonance energy transfer in living cells, … | HEK cells, CFP/YFP FRET ICDI-IQ, plate reader, 10 min; percent FRET-ratio fall versus neutral wells | inhibition, % at 12.3 µM | 340,000 tested, 0.098% active | AID 743397;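 active = mean replicate inhibition of at least 30% and at least 1% of replicates passing that level; inconclusive = only one of the two criteria is met; inactive = neither criterion is met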;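 also: 0% = median of the neutral control wells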
Cardio protect: protects H9c2 cardiomyocytes from peroxide injury; 360,000 tested, 0.63% active; H2O2 injury protection, ATPLite, 2 h; AID 588492; protection from H2O2 cell death, % at 20 µM;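 active = compounds giving at least 50% protection of heart cells from peroxide-induced death in the single-dose screen, raw or plate-pattern-corrected value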;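 also: 0% = DMSO wells with peroxide and 100% = DMSO wells without peroxide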
ABCB6 inh 2: inhibitors of human ABC transporter ABCB6; K562-ABCB6 porphyrin accumulation, flow cytometry, 1 h; hits give low values; Q9NP58; fluorescence ratio to DMSO, % at 10 µM; 360,000 tested, 0.19% active;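 active = fluorescence ratio to DMSO below 75%, the collection mean minus 3 SD; inconclusive = too few cells collected in the well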;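 also: signal is porphyrin accumulated inside mitochondria; 100% equals median channel fluorescence of DMSO control wells; lower ratio means ABCB6 inhibition with less porphyrin fluorescence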
Exocytosis inh: blocks lytic granule exocytosis; TALL-104 LAMP-1 surface exposure, flow cytometry; cells stimulated with thapsigargin and PMA; inhibition, % at 10 µM; 360,000 tested, 0.66% active;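 active = inhibition above about 55%, limit read from the data; inconclusive = no clear call, values can overlap the other calls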
Glyco luc inh: blocks N-linked glycosylation in D54 reporter cells; D54 ERlucT glycosylation luciferase reporter, 24 h; percent of 100 nM tunicamycin response; reporter increase, % at 12.5 µM; 360,000 tested, 0.23% active;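 active = mean luciferase reporter signal, scaled so untreated is 0 and the glycosylation-blocking control 100, at or above a set limit in every replicate; inconclusive = mean reaches the limit but not every replicate does; inactive = mean below the limit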;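 also: luciferase carries N-glycosylation sites so blocking glycosylation raises the light; 0% = median of neutral control wells and 100% = median of 100 nM tunicamycin wells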
aDG glyco act: increases alpha dystroglycan glycosylation; Pro5-aDG cells, alpha-DG glycosylation AlphaScreen (IIH6); 0% Pro5, 100% B10-LARGE cell signal; activation, % at 10 µM; 360,000 tested, 0.22% active; AID 624168;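 active = activation of at least 8% versus controls, or a plate z-score of at least 8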;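 also: Pro5 are CHO cells carrying HIG-tagged alpha-DG that lacks glycosylation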
hiPSC survival: enhancers of human iPSC single-cell survival | survival enhancement, % at 20 µM | AID 602274 | 360,000 tested, 0.044% active | hiPSC single-cell survival, ATPlite luminescence; 100% = ROCK inhibitor wells, 0% = DMSO; in the data active = survival enhancement above about 18%;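 also: cells exposed to compounds for 16 hours before the ATP read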
* = called active by the depositor; ? = inconclusive; . = no result given. Hits appear at their usual frequency; any-hit rate near 3.1%.

item	Compound	CaV13 FRET inh	Vif imaging	HTR2A ag	Cardio protect	ABCB6 inh 2
1	Cc1cc(C)n2c(SC(C)C(=O)NC3(C#N)CCCCC3)nnc2n1 (centres undefined)	-2	10	3	-3	92
2	COc1ccc(-c2c(C)n([O-])c3c([n+]2=O)CCCCC3)cc1OC	-3	9	6	-2	95
3	O=C(CN1CCN(Cc2cccc(Cl)c2)C1=O)NCc1ccccn1	-7	.	-3	-30	101
4	CC(=O)c1c(C)[nH]c(C(=O)COC(=O)CCCOc2ccccc2)c1C	4	-2	6	1	93
5	Cn1cc([N+](=O)[O-])c(C(=O)Nc2sc3c(c2C#N)CCC3)n1	-4	-1	-9	20	95
6	Cc1cccc(C)c1OCC(O)CNS(=O)(=O)c1ccccc1C(=O)N1CCCCC1 (centres undefined)	-4	9	6	-3	90
7	O=C(COc1ccc([N+](=O)[O-])cc1)N(Cc1cccs1)C1CCS(=O)(=O)C1 (centres undefined)	-15	-3	2	3	97
8	Cc1[nH]c2ccccc2c1C(=O)COc1ccccc1	-4	-3	-1	-1	97
9	COc1ccc(Cn2nnnc2C(c2cccs2)N2CCCCCC2)cc1 (centres undefined)	-5	15	-2	-14	76
10	Cc1ccccc1OCC(=O)NCC(c1cccs1)N1CCOCC1 (centres undefined)	-6	5	18*	-1	98
11	Cc1cccc(C(=O)Oc2c(Br)cc(Br)cc2/C=N/NC(=O)c2ccncc2)c1	-8	1	-3	-2	101
12	CC1CN(C(=O)c2cccc(S(=O)(=O)NCc3ccccc3)c2)CC(C)O1 (centres undefined)	-3	-3	1	5	94

item	Glyco luc inh	PDI inh	hiPSC survival	aDG glyco act	Exocytosis inh
1	0	13	0.1	-0.2	2
2	3	-7	0.4	0.6	-6
3	0	1	1.1	0.0	0
4	-1	9	0.7	0.1	0
5	-19	5	-0.1	0.2	-1
6	-1	-1	-2.7	0.3	-1
7	0	0	1.0	-0.1	0
8	1	3	-3.1	-0.3	-1
9	-6	-1	-1.9	0.2	8
10	-3	-12	-0.6	0.2	1
11	1	8	-0.4	-0.1	-9
12	2	-2	-0.4	-0.3	3

Structures listed so far that contain a cyano group, in the order listed:
item	Compound	CaV13 FRET inh	Vif imaging	HTR2A ag	Cardio protect	ABCB6 inh 2
1	Cc1cc(C)n2c(SC(C)C(=O)NC3(C#N)CCCCC3)nnc2n1 (centres undefined)	-2	10	3	-3	92
5	Cn1cc([N+](=O)[O-])c(C(=O)Nc2sc3c(c2C#N)CCC3)n1	-4	-1	-9	20	95

item	Glyco luc inh	PDI inh	hiPSC survival	aDG glyco act	Exocytosis inh
1	0	13	0.1	-0.2	2
5	-19	5	-0.1	0.2	-1

Continued.
item	Compound	CaV13 FRET inh	Vif imaging	HTR2A ag	Cardio protect	ABCB6 inh 2
13	O=C(COc1ccccc1-c1ccccc1)NCCN1C(=O)S/C(=C\c2cccnc2)C1=O	-5	11	4	19	100
14	COc1ccc(/C=C/C(=O)Nc2nc(C)c(C(=O)N(C)C)s2)cc1OC	-3	0	5	14	105
15	COc1cccc(-c2nnc(SCc3ccc(C#N)cc3)n2Cc2ccco2)c1	-4	-9	-3	-1	102
16	CC(Sc1nnc(C2CC2)n1-c1ccccc1)C(=O)N1CCNC1=O (centres undefined)	-2	-10	-1	27	96
17	N#Cc1c(-c2ccccc2)nc(SCC(=O)Nc2nnc(C(F)(F)F)s2)[nH]c1=O	-6	2	0	7	95
18	FC(F)(F)c1cccc(NCc2cn3cccnc3n2)c1	.	-3	-3	-10	104
19	COc1cc(/C=C/CN2CCN(CCC(C)C)C(CCO)C2)ccc1O (centres undefined)	-3	2	-3	0	96
20	CC(=O)Nc1cccc(NC(=O)c2c(-c3ccccc3Cl)noc2C)c1	.	-6	7	2	98
21	CCNC(=O)CC1C(=O)N(c2ccc(C)cc2)C(=O)N1CCc1ccc(OC)c(OC)c1 (centres undefined)	-3	-4	5	5	97
22	CCOC(=O)c1c(C)[nH]c(C(=O)OCC(=O)Nc2cc(Cl)ccc2OC)c1C	-9	1	-3	-9	98
23	CC(C)(C)OC(=O)NCCc1onc(-c2ccc([N+](=O)[O-])cc2)c1C(=O)O	-5	-1	0	3	100
24	COc1ccc(CC(=O)Oc2ccc(C#N)cc2)cc1	-7	23	1	1	95

item	Glyco luc inh	PDI inh	hiPSC survival	aDG glyco act	Exocytosis inh
13	2	9	4.4	0.1	-1
14	0	-1	-1.2	-0.1	-2
15	-3	-3	1.5	1.1	-5
16	0	-6	-0.4	0.1	-3
17	0	0	0.5	0.5	-1
18	3	-3	0.2	0.1	-1
19	0	12	4.1	-0.1	-4
20	-1	-6	3.1	0.1	-3
21	0	-7	0.0	0.0	8
22	1	6	-1.9	0.9	-1
23	1	-2	1.7	0.6	-1
24	1	-106	-0.3	0.0	-4

From no. 13 as far as 15, copied from above:
item	Compound	CaV13 FRET inh	Vif imaging	HTR2A ag	Cardio protect	ABCB6 inh 2
13	O=C(COc1ccccc1-c1ccccc1)NCCN1C(=O)S/C(=C\c2cccnc2)C1=O	-5	11	4	19	100
14	COc1ccc(/C=C/C(=O)Nc2nc(C)c(C(=O)N(C)C)s2)cc1OC	-3	0	5	14	105
15	COc1cccc(-c2nnc(SCc3ccc(C#N)cc3)n2Cc2ccco2)c1	-4	-9	-3	-1	102

item	Glyco luc inh	PDI inh	hiPSC survival	aDG glyco act	Exocytosis inh
13	2	9	4.4	0.1	-1
14	0	-1	-1.2	-0.1	-2
15	-3	-3	1.5	1.1	-5

Next part.
item	Compound	CaV13 FRET inh	Vif imaging	HTR2A ag	Cardio protect	ABCB6 inh 2
25	CCOC(=O)C1=C(Cn2ccc(C(F)(F)F)n2)NC(=O)NC1c1ccc2c(c1)OCO2 (centres undefined)	-7	.	-6	-17	99
26	Cc1cc(C)c(C)c(S(=O)(=O)N2CCN(C(=O)c3ccncc3)CC2)c1C	-5	7	-2	-7	98
27	COC(C)(C)c1cc(C(C)(C)C)nc(N)n1	-4	-3	6	6	102
28	CN[C@H](C)C(=O)NC[C@H]1O[C@@H](n2cc(C)c(=O)[nH]c2=O)C[C@@H]1O	-7	.	-3	4	103
29	Cc1ccccc1S(=O)(=O)NNC(=O)C(=O)NNc1ccccn1	.	11	-1	14	106
30	COc1cccc(NC(=O)Cn2c(=O)oc3cc(S(=O)(=O)N4CCCC4)ccc32)c1	-3	-1	-4	-7	95
31	Cc1ccc(CS(=O)(=O)CCC(=O)NCCC2=CCCCC2)cc1	-2	5	1	-6	96
32	COc1cccc(/C=N/NC(=O)c2cccc3ccccc23)c1	.	?	-5	2	98
33	CC1CC(C)CN(S(=O)(=O)c2ccc(NC(=S)NC(=O)c3ccccc3)cc2)C1 (centres undefined)	-7	-1	-7	-3	95
34	CC[C@@H]1CC2=C(C(=O)OC(C)(C)O2)[C@@H](c2ccc(Cl)cc2)O1	-6	.	2	.	99
35	Cn1c(SCC(=O)N/N=C/c2ccncc2)nc2ccccc21	-6	-5	0	2	101
36	CN(CC(=O)Nc1cccc(F)c1)C(=O)CCc1nc2cc(S(=O)(=O)N3CCOCC3)ccc2n1C	-2	0	-2	2	102

item	Glyco luc inh	PDI inh	hiPSC survival	aDG glyco act	Exocytosis inh
25	3	-11	-1.5	0.2	0
26	-3	2	1.2	0.2	-6
27	4	2	0.3	0.0	-2
28	2	-6	3.1	0.0	3
29	2	-6	-0.2	0.1	-4
30	-2	-18	2.4	-0.1	0
31	1	-6	-0.7	0.6	-5
32	0	-11	1.0	-0.3	-2
33	0	1	-2.1	-0.3	-5
34	.	.	-1.5	0.2	1
35	-2	11	0.0	0.0	0
36	-1	-2	0.2	-0.4	14

Next section:
item	Compound	CaV13 FRET inh	Vif imaging	HTR2A ag	Cardio protect	ABCB6 inh 2
37	O=C(c1ccccc1[N+](=O)[O-])N1CCN(c2ccc(N3CCOCC3)nn2)CC1	-13	0	-2	7	95
38	Cc1c(NC(=O)c2cc3c(s2)CCCC3)c(=O)n(-c2ccccc2)n1C	-3	42	-2	-4	101
39	O=C(CCN1C(=O)/C(=C/c2ccccc2Cl)SC1=S)NCCCN1CCOCC1	-7	-2	2	1	101
40	O=S(=O)(NCC1COc2ccccc2O1)c1ccccc1F (centres undefined)	-3	1	-5	-2	95
41	CN1C(=O)c2cccc3c(S(=O)(=O)Nc4ccccn4)ccc1c23	-2	4	1	9	95
42	COc1cccc(C(C)NC(=O)Cc2cccs2)c1 (centres undefined)	0	3	6	4	100
43	COc1ccc(S(=O)(=O)N2CCC[C@H]2C(=O)N2CCC[C@H]2C(=O)NCc2ccccc2)cc1C	-9	.	0	.	96
44	CCOC(=O)CNC(=O)CSc1nc2c(C)cccc2cc1CC	-5	2	3	-1	102
45	O=C(OCN1C(=O)c2ccccc2C1=O)c1cccs1	-5	0	3	0	110
46	COC(=O)CCC(=O)NC(=S)Nc1ccc(S(=O)(=O)Nc2cc(OC)nc(OC)n2)cc1	-6	9	-3	7	96
47	CC(C)N1CCN(C(=O)c2ccc(OC3CCN(CCc4ccccc4)CC3)cc2)CC1	-3	6	-11	15	90
48	O=[N+]([O-])c1cccc(C2(O)COc3ccccc3O2)c1 (centres undefined)	-23	-12	-6	-4	99

item	Glyco luc inh	PDI inh	hiPSC survival	aDG glyco act	Exocytosis inh
37	3	7	-0.4	0.0	-1
38	-1	-1	-0.2	-0.5	3
39	2	5	-0.5	0.3	1
40	-1	-2	1.1	0.6	2
41	41*	-2	5.0	-0.5	3
42	0	1	1.3	0.0	0
43	.	.	0.2	-0.2	-4
44	1	-14	0.4	0.3	-1
45	2	-5	3.2	0.2	-3
46	0	10	0.6	-0.2	-2
47	-6	-4	-0.3	0.7	17
48	-1	6	-0.1	0.1	-4

(more compounds)
item	Compound	CaV13 FRET inh	Vif imaging	HTR2A ag	Cardio protect	ABCB6 inh 2
49	Cc1ccc(C2(c3ccccc3)NC(=O)N(CC(=O)NCc3ccco3)C2=O)cc1C (centres undefined)	-19	15	-2	3	96
50	COc1ccc(OCCN(C)C(=O)c2cccc(S(=O)(=O)N(C)c3ccccc3)c2)cc1	-5	-9	-9	3	94
51	CCOC(=O)Nc1ccc(S(=O)(=O)NC2CCCCC2)cc1	-7	9	0	-7	101
52	N#CCCn1cc(C(=O)N2CCCCC2)c(-c2ccc([N+](=O)[O-])cc2)n1	-20	-1	-3	-4	98
53	Cc1cc(Cl)ccc1OCC(=O)N1CC(C)CC(C)C1 (centres undefined)	-4	-1	5	-14	104
54	CCC(C)NC(=O)C1CCC(CNS(=O)(=O)c2cccc3nsnc23)CC1 (centres undefined)	.	21	3	-1	101
55	O=C(C(=O)N1CCN(c2ccccc2)CC1)c1cccc(Br)c1	-17	.	8	.	.
56	O=C(Cn1c(CO)nc2ccccc21)Nc1cc(C(F)(F)F)ccc1N1CCOCC1	-5	4	2	-4	98

item	Glyco luc inh	PDI inh	hiPSC survival	aDG glyco act	Exocytosis inh
49	2	-5	-2.0	0.3	-1
50	-5	2	0.7	-0.1	-2
51	-2	22	-1.4	1.1	1
52	3	-5	-0.5	-0.4	-1
53	-2	-7	3.7	0.2	-2
54	-1	-8	0.4	0.2	-1
55	.	.	.	0.0	-9
56	3	-4	1.5	-0.1	-1
